KCNK9 block: inhibitors of human KCNK9 two-pore domain potassium channel. B-score at 10 µM. hit rate 1.2% among 310,000. AID 488922. HEK293 KCNK9, FluxOR thallium flux fluorescence; active compounds read low;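 active = ratio B-score over 3 SD below the library mean, with starting fluorescence within 5 SD of its mean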;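 also: negative B-score means less thallium flux so channel inhibition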
hERG rescue: compounds protecting human hERG from proarrhythmic drug block; Q12809; hit rate 0.51% among 310,000; CHO-hERG, FluxOR thallium flux, dofetilide IC70 present; activation (rescue from dofetilide block), less the hit threshold, % at 10 µM;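 active = activation above the mean of controls blocked by dofetilide plus 5 SD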;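 also: thallium influx through hERG after potassium depolarization seen as dye fluorescence rise; in these data hits start at about 4.7%; inactives centre near -7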
KCNQ1 inh: inhibitors of human KCNQ1 potassium channel; P51787; CHO-K1 KCNQ1, FluxOR thallium flux fluorescence; active compounds read high; B-score at 10 µM; hit rate 1.3% among 310,000;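 active = compounds whose thallium flux B-score, printed positive for inhibition, exceeds three library SD while starting fluorescence stays within three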;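 also: channel opened by potassium depolarization with thallium stimulus after 20 min compound exposure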
DYRK1A inh: Dyrk1A (rat) kinase inhibition. inhibition, % at 12.5 µM. Q63470. hit rate 0.43% among 310,000. ADP-Glo luminescence, NFATc1 peptide. AID 504441; in the data active = inhibition above about 50%;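 also: plate controls were vehicle with enzyme for no effect and no enzyme for full effect; many of its hits are not listed in these tables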
KCNK3 block: human KCNK3 channel inhibition, primary screen; O14649; hit rate 0.84% among 340,000; CHO-KCNK3 thallium flux, FluxOR fluorescence; active compounds read low; AID 602410; B-score at 10 µM;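 active = B-score under library mean minus 4 SD, starting fluorescence ratio at most library mean plus 5 SD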;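 also: more negative B-score means stronger inhibition of thallium flux through KCNK3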
Target sequence (O14649 whole entry, looked up): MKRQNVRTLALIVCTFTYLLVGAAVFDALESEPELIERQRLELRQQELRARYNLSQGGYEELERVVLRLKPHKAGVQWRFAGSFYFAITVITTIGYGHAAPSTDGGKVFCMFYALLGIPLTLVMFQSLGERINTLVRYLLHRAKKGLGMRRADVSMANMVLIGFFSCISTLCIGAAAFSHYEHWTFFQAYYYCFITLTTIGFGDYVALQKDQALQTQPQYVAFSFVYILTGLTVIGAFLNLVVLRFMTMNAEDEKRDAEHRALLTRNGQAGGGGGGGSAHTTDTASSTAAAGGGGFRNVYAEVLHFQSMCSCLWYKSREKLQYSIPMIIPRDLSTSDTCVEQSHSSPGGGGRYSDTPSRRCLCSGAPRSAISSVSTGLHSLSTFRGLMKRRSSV
KCNQ1 act: human KCNQ1 channel potentiation or activation; P51787; CHO-K1 KCNQ1, thallium flux FluxOR fluorescence; active compounds read high; B-score at 10 µM; hit rate 0.35% among 310,000;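 active = fluorescence ratio B-score, a plate-corrected score, at least three library SD, with initial intensity B-score within 5 SD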
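Assay system: stable KCNQ1 CHO-K1 line; medium: assay buffer, equal DMSO in all wells; timing: 90 min dye loading and 20 min compound exposure, both at room temperature; technique: kinetic FluxOR thallium fluorescence, 10-s 1-Hz baseline, 110-s post-stimulus read; read-out basis: B score of baseline-normalized fluorescence ratio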
GSK3beta inhib: inhibitors of human GSK3beta kinase; hit rate 0.038% among 300,000; activity score (negative = inhibition), % at 10 µM; GST-GSK3beta kinase, ADP-Glo luminescence, 60 min; active compounds read low; AID 2097;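 active = more than half of replicate wells score below -50%, meaning over 50% inhibition versus plate controls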;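 also: 0% = median DMSO wells and -100% = median GW8510 positive control wells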
Target sequence (P49841 whole entry, looked up): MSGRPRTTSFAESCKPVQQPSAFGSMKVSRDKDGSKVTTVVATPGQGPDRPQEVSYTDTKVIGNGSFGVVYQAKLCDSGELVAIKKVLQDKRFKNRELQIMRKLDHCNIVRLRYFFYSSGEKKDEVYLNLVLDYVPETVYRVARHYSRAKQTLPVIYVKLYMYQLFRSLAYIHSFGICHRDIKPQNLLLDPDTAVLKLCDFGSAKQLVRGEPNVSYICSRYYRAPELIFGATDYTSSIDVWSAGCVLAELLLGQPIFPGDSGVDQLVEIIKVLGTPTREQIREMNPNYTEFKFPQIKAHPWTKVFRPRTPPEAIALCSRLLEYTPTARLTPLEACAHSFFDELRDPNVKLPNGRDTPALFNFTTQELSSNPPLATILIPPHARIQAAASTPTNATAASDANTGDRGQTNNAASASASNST
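Test system: GST-tagged human GSK3beta kinase, cell-free; evaluation: activity score scaled between in-plate DMSO and GW8510 controls; measured by: ADP-Glo luminescence; incubation: 60 min reaction, RT; benchmarks: DMSO and 20 µM GW8510; reagent: peptide substrate plus 25 µM ATP (final); medium: Tris/MgCl2 kinase buffer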
RGS4 block: human RGS4 inhibition. HEK293 M3R/RGS4 inducible, Fluo-4 calcium flux; active compounds read high; triggered by carbachol at its EC20. P49798. B-score at 10 µM. hit rate 0.45% among 310,000;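 active = B-score, a plate-corrected calcium signal, over three deviations above library mean, with baseline fluorescence within five deviations of library mean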;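 also: RGS4 expression induced by doxycycline in cells with stable M3 receptor; B-score is computed from the integrated fluorescence ratio over baseline after carbachol; higher B-score means a larger calcium signal and so more RGS4 inhibition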
Target sequence (P49798 whole entry, looked up): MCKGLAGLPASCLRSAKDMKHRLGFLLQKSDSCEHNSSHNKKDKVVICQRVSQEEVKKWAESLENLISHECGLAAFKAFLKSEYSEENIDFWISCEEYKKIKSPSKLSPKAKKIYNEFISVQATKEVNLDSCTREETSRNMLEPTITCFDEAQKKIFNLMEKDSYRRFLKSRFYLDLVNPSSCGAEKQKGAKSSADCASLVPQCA
GSK3 alpha inh: inhibitors of human GSK-3 alpha kinase; inhibition, % at 10 µM; P49840; AID 2650; ADP-Glo luminescence, 60 min; hit rate 0.1% among 320,000;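 in the data active = inhibition above about 50%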;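 also: GST-tagged GSK-3 alpha with peptide substrate and 25 µM ATP; 0% = DMSO neutral wells and 100% = GW8510 positive control wells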
RGS4 act: potentiators or activators of RGS4 | hit rate 0.92% among 310,000 | AID 463111 | HEK293 M3R/inducible RGS4, carbachol calcium flux Fluo4; active compounds read low | B-score at 10 µM;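 active = B-score of the integrated calcium signal more than 4 SD below the library mean, with starting fluorescence not abnormally high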;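 also: negative B-score means reduced calcium response which marks RGS4 activation or potentiation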
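Test system: HEK293 cells with stable M3R and inducible RGS4; also added: carbachol at ECmax as muscarinic agonist stimulus; schedule: dye loading 30 min 37 °C, buffer rest 30 min RT; technique: kinetic calcium fluorescence imaging with Fluo4-AM dye, 2 µM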
PolyA inhibitor: blocks polyadenylation in yeast reporter cells; AID 1875; S. cerevisiae SKY197-pL101 polyadenylation reporter, beta-gal luminescence; efflux-impaired pdr1/pdr3 knockout yeast; score 100 = 6 SD above DMSO; calls only at 12 µM; hit rate 0.02% among 300,000;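 active = lowest replicate activity score at least 50, where 100 means six control SD above control mean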;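 also: yeast exposed to compound for 9 h at 30 °C; higher score means more reporter readthrough which indicates perturbed polyadenylation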
An asterisk follows results filed as active; i = inactive; nt = no result given. Not all compounds are listed; count on the stated rates, not on these rows.

SMILES | KCNK9 block | hERG rescue | KCNQ1 inh | DYRK1A inh | KCNK3 block | KCNQ1 act | GSK3beta inhib | RGS4 block | GSK3 alpha inh | RGS4 act | PolyA inhibitor
CCCCNC(=O)C1CC(=O)N(C2CCCCC2)C1 (configuration not stated) | i | 0 | i | 10 | i | i | 4 | i | 1 | i | i
NS(=O)(=O)c1ccc(NC(=O)NC2CC(=O)N(c3ccc4c(c3)OCCO4)C2)cc1 (configuration not stated) | i | -10 | i | -4 | i | i | 1 | i | -3 | i | i
O=C1c2ccccc2NC(c2ccco2)N1/N=C/c1ccco1 (configuration not stated) | i | -5 | i | 2 | i | i | 1 | i | 0 | i | i
Cc1cccc(NC(=O)COC(=O)c2cc(C)oc2C)c1 | i | 2 | i | 1 | i | i | -2 | i | -2 | i | i
O=C1/C(=C/c2ccco2)CCc2ccccc21 | i | -8 | i | -2 | i | i | 1 | i | 2 | i | i
CCOc1ccc([N+](=O)[O-])cc1CNC1CCCCCCC1 | i | -7 | i | nt | i | i | -1 | i | 3 | i | i
Cc1ccccc1NS(=O)(=O)c1cc(C(=O)NCCC2=CCCCC2)ccc1Cl | i | -6 | i | 1 | i | i | 2 | i | -1 | i | i
C#CCNC(=O)C1=C[C@@H](c2ccc(Br)cc2)C[C@@H](OCCCCO)O1 | i | -8 | i | 1 | i | i | 5 | i | -4 | i | i
CC(C)(C)c1ccc(CCC2OCC(C[N+]3(C)CCOCC3)O2)cc1 (configuration not stated) | i | -3 | i | nt | i | i | 0 | i | -4 | i | i
CCN(CC)CCN=C1CCCc2ccccc2N1 | i | -3 | i | 2 | i | i | 1 | i | -7 | i | i

Retrieved by compound from the entries so far (two):
SMILES | KCNK9 block | hERG rescue | KCNQ1 inh | DYRK1A inh | KCNK3 block | KCNQ1 act | GSK3beta inhib | RGS4 block | GSK3 alpha inh | RGS4 act | PolyA inhibitor
Cc1cccc(NC(=O)COC(=O)c2cc(C)oc2C)c1 | i | 2 | i | 1 | i | i | -2 | i | -2 | i | i
CCOc1ccc([N+](=O)[O-])cc1CNC1CCCCCCC1 | i | -7 | i | nt | i | i | -1 | i | 3 | i | i

(listing goes on)
SMILES | KCNK9 block | hERG rescue | KCNQ1 inh | DYRK1A inh | KCNK3 block | KCNQ1 act | GSK3beta inhib | RGS4 block | GSK3 alpha inh | RGS4 act | PolyA inhibitor
CC(Oc1cc(C(F)(F)F)cc(C(F)(F)F)c1)C(=O)NC(N)=O (configuration not stated) | i | -4 | i | 14 | i | i | 0 | i | 0 | i | i
O=C1OC2CC3CC1CC(O)(C3)C2 (configuration not stated) | i | -10 | i | 0 | i | i | 0 | i | -1 | i | i
CCc1ccc(-n2c(=O)c3ccc(C(=O)NCCc4ccccc4)cc3n(CC(N)=O)c2=O)cc1 | i | -7 | i | 2 | i | i | 0 | i | -2 | i | i
CCn1cc(CN2CCCC(CNS(=O)(=O)c3cccc4cccnc34)C2)cn1 (configuration not stated) | i | -6 | i | -2 | i | i | 3 | i | -1 | i | i
CCC(C)(C)n1nnnc1CN(Cc1ccco1)Cc1cc2cc3c(cc2[nH]c1=O)OCO3 | i | -6 | i | 3 | i | i | -3 | i | 2 | i | i
COC(=O)c1ccccc1NC(=O)c1cc(-c2ccc(O)cc2)on1 | i | -6 | i | 3 | i | i | 2 | i | 0 | i | i
CCOC(=O)CSc1ccc(S(=O)(=O)N2CCCCC2)cc1[N+](=O)[O-] | i | -6 | i | 1 | i | i | 1 | i | -3 | i | i
CCOC(=O)C1CCN(C(=O)C2CCC(=O)N(CC3CCCCC3)C2)CC1 (configuration not stated) | i | -9 | i | -3 | i | i | 2 | i | -2 | i | i
Cc1cccc(OCC2Cn3c(nc4c3c(=O)[nH]c(=O)n4C)O2)c1 (configuration not stated) | i | -12 | i | -2 | i | i | 2 | i | 0 | i | i
Cn1c(=O)oc2cc(S(=O)(=O)N3CCCC(C(=O)N4CCc5ccccc5C4)C3)ccc21 (configuration not stated) | i | -5 | i | -2 | i | i | -3 | i | 2 | i | i
COc1cccc(-n2c(SCC#N)nnc2-c2cnccn2)c1 | i | -9 | i | -2 | i | i | -18 | i | -3 | i | i
CCOC(=O)c1cc2c(nc1NC(=S)Nc1ccccc1)CC(C)(CC)OC2 (configuration not stated) | i | -3 | i | 0 | i | i | 1 | i | -4 | i | i
O=c1ccc2ccccc2o1 | i | -8 | i | -11 | i | i | 1 | i | -4 | i | i
Cc1cc(Br)cc(Cl)c1OC(=O)c1ccncc1 | i | -12 | i | 2 | i | i | -2 | i | 4 | i | i
COc1ccc2c(CCNC(=O)c3ccc([N+](=O)[O-])cc3)c[nH]c2c1 | i | -1 | i | 3 | i | i | 2 | i | -2 | i | i
CC1CCN(CCOCCSc2ccc(Cl)cc2)CC1 | i | -8 | i | 3 | i | i | -3 | i | 3 | i | i
O=C(CNC(=O)c1ccccc1)N/N=C/c1cn[nH]c1-c1ccccc1 | i | -4 | i | 2 | i | i | 2 | i | 10 | i | i
C=C(C)COc1ccc(-c2nc(N)ncc2-c2ccc(OC)c(OC)c2)c(O)c1 | i | -7 | i | -1 | i | i | -1 | i | 3 | i | i
CCOc1ccccc1-n1cnc2cc(C(=O)NCc3ccco3)ccc21 | i | -13 | i | 1 | i | i | 1 | i | 0 | i | i
O=C(C1CCN(S(=O)(=O)c2ccc(Br)s2)CC1)N1CCCCC1 | i | -6 | i | 2 | i | i | -1 | i | -6 | i | i
O=C(NCCCN1CCCCCC1)c1cc2c(=O)oc3ccccc3c2s1 | i | -12 | i | -5 | i | i | 0 | i | 3 | i | i
Nc1cc(N)nc(SCC(=O)N2CCCCC2)n1 | i | -6 | i | 3 | i | i | 2 | i | -1 | i | i
CNNC(=S)Nc1cccc(C(F)(F)F)c1 | i | -11 | i | nt | i | i | 1 | i | -1 | i | nt
COc1ccc(C(=O)NC(=S)NNC(=O)Cc2cccs2)cc1 | i | -13 | i | -1 | i | i | -1 | i | -3 | i | i
Cc1cc(C)nc(N/N=C2/CCCC/C2=C\c2ccccc2)n1 | i | -8 | i | 3 | i | i | 2 | i | -3 | i | i
O=C(Cn1cnc2scc(-c3cccc([N+](=O)[O-])c3)c2c1=O)NCc1ccco1 | i | -14 | i | 2 | i | i | 1 | i | -1 | i | i
Cc1ccc2c(c1)C(O)(CC(=O)c1ccc(C)s1)C(=O)N2 (configuration not stated) | i | 2 | i | 2 | i | i | -6 | i | -3 | i | i
CN(C)S(=O)(=O)c1cccc(C(=O)Nc2ccc(N3CCOCC3)cc2)c1 | i | -7 | i | -9 | i | i | 0 | i | -1 | i | i
N#CCCN1CCN(C2=NC(=O)C(=C3CCCCC3)S2)CC1 | i | -6 | i | 1 | i | i | 2 | i | 0 | i | i
O=[N+]([O-])c1ccc(/C=N/N/C(=N/c2ccccn2)c2ccccn2)cc1 | i | -2 | i | -5 | i | i | 1 | i | -5 | i | i
Cc1csc(=Nc2ccccc2)n1Cc1ccco1 | i | -5 | i | 5 | i | i | 0 | i | -2 | i | i
O=c1oc2cc(Br)ccc2n1Cc1ccccc1 | i | -16 | i | 15 | i | i | -1 | i | 2 | i | i
O=C(CCN1C(=O)/C(=C/c2cccs2)SC1=S)Nc1ccc(O)cc1 | i | -6 | i | 1 | i | i | 2 | i | 0 | i | i
COc1cc2sc3ccc(C#CC4(O)CCCCC4)cc3c(=O)c2cc1OC | i | -14 | i | 2 | i | i | 1 | i | -1 | i | nt
CN(C(=O)COc1ccc(Cl)cc1Cl)C1(C)CCS(=O)(=O)C1 (configuration not stated) | i | -9 | i | 1 | i | i | 1 | i | -4 | i | i
O=C(Cc1ccc([N+](=O)[O-])cc1)NCc1cccnc1 | i | 0 | i | 5 | i | i | 1 | i | -3 | i | i
O=C(N/N=C/c1c[nH]c2ccccc12)c1ccc(Cl)cc1 | i | -4 | i | 14 | i | i | -1 | i | -1 | i | i
Cn1c(SCc2cccc(C#N)c2)nc2ccccc2c1=O | -7* | -2 | i | -3 | i | i | 3 | i | 0 | i | i
COc1ccc(OC)c(S(=O)(=O)N2CCC(C(=O)NC3CCCCC3)CC2)c1 | i | -2 | i | -2 | i | i | -4 | i | -1 | i | i
CCn1c(-c2csc3ccccc23)n[nH]c1=S | i | -2 | i | 3 | i | i | 3 | i | 1 | i | i

Some of these compounds in order of the DYRK1A inh value, rising.
SMILES | DYRK1A inh
Cn1c(SCc2cccc(C#N)c2)nc2ccccc2c1=O | -3
COc1ccc(OC)c(S(=O)(=O)N2CCC(C(=O)NC3CCCCC3)CC2)c1 | -2
O=C(CCN1C(=O)/C(=C/c2cccs2)SC1=S)Nc1ccc(O)cc1 | 1
O=C(Cc1ccc([N+](=O)[O-])cc1)NCc1cccnc1 | 5
O=C(N/N=C/c1c[nH]c2ccccc12)c1ccc(Cl)cc1 | 14
O=c1oc2cc(Br)ccc2n1Cc1ccccc1 | 15

Going on with the list.
SMILES | KCNK9 block | hERG rescue | KCNQ1 inh | DYRK1A inh | KCNK3 block | KCNQ1 act | GSK3beta inhib | RGS4 block | GSK3 alpha inh | RGS4 act | PolyA inhibitor
NC(=O)CCCSc1nc2ccccc2[nH]1 | i | 1 | i | 1 | i | i | 1 | i | -1 | i | i
COc1ccc(OC)c(C(=O)c2ccc(C(=O)Nc3ccc(NC(C)=O)cc3)cc2)c1 | i | -6 | i | 2 | i | i | 1 | i | -3 | i | i
O=C(/C=C/c1ccccc1)c1c[nH]c2ccccc12 | i | -11 | i | 13 | i | i | 0 | i | -2 | i | i
COc1ccccc1-c1nnc(NC(C)=O)s1 | i | -5 | i | 7 | i | i | 1 | i | 1 | i | i
CC1(OC(=O)c2cnc3ccccc3n2)C(=O)C=C2C=C(C3CC3)OC=C2C1=O (configuration not stated) | i | -4 | i | nt | nt | i | 4 | i | 1 | i | i
CCc1ccc(C(c2c(C)nn(-c3ccccc3)c2N)c2c(C)nn(-c3ccccc3)c2N)cc1 | i | -8 | i | nt | i | i | -2 | i | nt | i | i
COc1ccccc1C1=NOC(C)(c2sc(-c3ccccc3)nc2C)C1 (configuration not stated) | i | -13 | i | -21 | i | i | -1 | i | -25 | i | nt
O=C(O)CC(NC(=O)C12CC3CC(CC(C3)C1)C2)c1ccc(OC2CCCC2)cc1 (configuration not stated) | i | -9 | i | 0 | i | i | 6 | i | -6 | i | i
